Compound activity from PubChem BioAssay.
14-3-3g Raf: modulators of 14-3-3 gamma protein binding, primary screen, biochemical, fluorescence polarization; 14-3-3 protein gamma (Homo sapiens), P61981; FP, 14-3-3gamma / TMR-pS259-Raf peptide binding; inhibition, % at 40 µM; hit rate 0.19% among 160,000; AID 422, 2006; in the data active = inhibition above about 30%;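 note: 0% = protein plus tracer without compound and 100% = blank with tracer alone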
Target sequence (P61981 whole entry, looked up): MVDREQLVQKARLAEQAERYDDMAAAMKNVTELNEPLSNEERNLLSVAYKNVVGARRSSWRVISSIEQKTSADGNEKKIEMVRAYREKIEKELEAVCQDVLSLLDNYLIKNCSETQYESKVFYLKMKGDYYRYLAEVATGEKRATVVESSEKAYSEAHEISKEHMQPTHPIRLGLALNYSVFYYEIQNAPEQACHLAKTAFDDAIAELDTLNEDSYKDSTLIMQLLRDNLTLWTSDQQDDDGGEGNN
* hit, by the source's call; & = joins results of further samples. The list is partial; rates above refer to the full screens.

item	canonical_smiles	14-3-3g Raf
1	CSCCC(N=CC1=C(O)CC(C)(C)CC1=O)C(=O)O (stereo unspecified)	0
2	O=[N+]([O-])c1ccc(N2CCN(CCO)CC2)c2nonc12	-96
3	COc1cc2c(cc1OC)C1C(C(=O)NCc3ccc(C)o3)c3ccccc3C(=O)N1CC2 (stereo unspecified)	0
4	Cc1ccc(-c2nc3ccccn3c2Nc2ccc(F)cc2)o1	-8
5	COc1ccc(C2/C(=C(\O)c3ccccc3)C(=O)C(=O)N2c2cccc(Cl)c2)c(OC)c1 (stereo unspecified)	0
6	Cc1ccc(C(=O)OC(C)CN2CCCC2)cc1 (stereo unspecified)	-4
7	COc1ccc(Cn2c(=S)[nH]c3cc(C(=O)NCc4ccccc4OC)ccc3c2=O)cc1	-3
8	CCC(Sc1nc2ccccc2c(=O)n1CCN1CCOCC1)C(=O)NCc1cccnc1 (stereo unspecified)	-3
9	COc1ccccc1CNC(=O)c1c[nH]c2ccc(S(=O)(=O)N(C)Cc3ccccc3)cc2c1=O	-12
10	O=C(Nc1ccccc1O)c1cccc(S(=O)(=O)N2CCCC2)c1	-7
11	Cc1cc(=O)oc2cc(OC(=O)c3ccc([N+](=O)[O-])cc3Cl)ccc12	-10
12	CCC(=O)NC(Nc1cccnc1Cl)(C(F)(F)F)C(F)(F)F	14
13	Cc1cc2c(nn1)CCc1nonc1-2	-5
14	Nc1c(C(=O)OCC2CCCO2)c2nc3ccccc3nc2n1C1CCCC1 (stereo unspecified)	0
15	CCC1(C)CC(CCNCc2ccc(F)cc2)(c2ccc(C)cc2)CCO1 (stereo unspecified)	-5
16	CC1=CC(C)(C)NC(=S)N1c1c(C)n(C)n(-c2ccccc2)c1=O	-3
17	COC(=O)c1ccc(COc2ccc3c4c(c(=O)oc3c2)CCC4)o1	-12&-15
18	CCOC(=O)C1=C(C)NC(C)=C(C(=O)OC)C1c1ccccc1 (stereo unspecified)	-5
19	O=C(CC1(O)C(=O)Nc2ccccc21)c1cccnc1 (stereo unspecified)	-5
20	O=C(NCc1ccco1)c1ccc(Br)cc1	0
21	CN(C)S(=O)(=O)c1cccc(-c2cn3ccccc3n2)c1	-3
22	Cc1ccc(CCNC(=O)c2ccc3nc4ccccc4c(=O)n3c2)cc1	-4
23	C=CCn1c(N)c(C(=O)OC)c2nc3ccccc3nc21	-7
24	COCCNC(=O)c1c[nH]c2ccc(S(=O)(=O)N(C)c3ccc(C)c(C)c3)cc2c1=O	-5
25	Cc1cc(C)c(S(=O)(=O)Nc2ccc[nH]c2=O)c(C)c1	2&-10
26	CCCSc1nnc2c(n1)OC=Nc1ccccc1-2	3
27	COC(=O)c1ccccc1NC(=O)c1ccc(N2CC3CC(C2)c2cccc(=O)n2C3)c(NC(=O)c2ccccc2Cl)c1 (stereo unspecified)	-29
28	CC(=O)c1cc2c(O)c(O)ccc2o1	-6
29	COC(=O)c1ccccc1NC(=O)c1cc(-c2cccc(OC)c2)on1	-5&-3
30	O=C(CCC1CCCC1)N1CCN(S(=O)(=O)c2ccc(F)cc2)CC1	-2
31	O=C(CSc1nc2c(c(=O)n1-c1ccccc1)SCC2)N1CCOCC1	-4
32	CCCCOC(=O)Cc1c(O)c2ccccc2[nH]c1=O	-16&-6
33	CC(=O)c1ccc(N2CCN(C(=O)c3cc(-c4ccc5c(c4)OCO5)nc4ccccc34)CC2)cc1	-8
34	O=C1C(Cl)=C(NCCO)C(=O)N1c1ccc(Cl)cc1	-12
35	C#CCOc1ccc2c(c1)c(C(=O)OCC)c(C)n2CC	-1
36	CCC(NS(=O)(=O)c1ccc(OC)cc1)C12CC3CC(CC(C3)C1)C2 (stereo unspecified)	0
37	Cc1cccc(NC(=O)C2CCN(c3nc(C)cc(C)n3)CC2)c1	-10
38	CC1(C)CC(=O)C2=C(C1)N=C1SCCC(=O)N1C2c1ccccc1 (stereo unspecified)	-4
39	O=C(Cn1nnc(-c2cc(Cl)ccc2-n2cnnn2)n1)N1CCCc2ccccc21	-8
40	COc1ccccc1NC(=O)CSc1nc2c(cc1C#N)CCCCC2	0
41	Cc1ccccc1N(C)S(=O)(=O)c1ccc2[nH]cc(C(=O)NC3CCCCCC3)c(=O)c2c1	0
42	COC(=O)C1=C(C)Nc2c(c(=O)n(C)c(=O)n2C)C1c1cccs1 (stereo unspecified)	10
43	O=C(NCCN1CCOCC1)C1CCC(CNS(=O)(=O)c2ccccc2)CC1 (stereo unspecified)	-5
44	CCC1CCCCN1C(=O)C12CC3CC(CC(C3)C1)C2 (stereo unspecified)	-1
45	CNC(=O)c1[nH]ncc1[N+](=O)[O-]	-4
46	O=C(Nc1ccccc1O)c1ccc(N2C(=O)C3C4C=CC(C4)C3C2=O)cc1 (stereo unspecified)	-6
47	COc1ccc(-n2c(Cn3c(=O)sc4ccccc43)nnc2SCC(=O)N2CCCC2)cc1	-1
48	O=C(C1CC1)N1CCc2cc(Br)cc(S(=O)(=O)N3CCCCCC3)c21	2
49	COCCNC(=O)CCNS(=O)(=O)c1ccc(C)cc1	-4
50	Cc1cc(C)c(C#N)c(Nc2ccc3c(c2)OCCO3)n1	2

(further entries)
item	canonical_smiles	14-3-3g Raf
51	COc1cc(Br)cc2cc(C(=O)N3CCN(C(=O)c4ccco4)CC3)c(=O)oc12	-9
52	Cc1cc2c(=O)n(Cc3ccco3)c(SCC(=O)c3ccc(Cl)s3)nc2s1	-5
53	COc1ccc(-n2c(C)cc(C(=O)CSc3nnc(-c4ccoc4C)n3C)c2C)cc1	0
54	Cc1[nH]c2ccccc2c1C(c1cccs1)c1c(C)[nH]c2ccccc12	-22
55	CC(C)(C)NC(=O)c1ccc2c(c1)C(=O)N(c1ccc(Sc3ccc([N+](=O)[O-])cc3)cc1)C2=O	-3
56	CCOC(=O)c1c(-c2ccccc2)csc1NC(=O)c1cc(-c2ccccc2OC)on1	-1
57	COc1cccc(C(=O)Oc2c(S(=O)(=O)c3ccc([N+](=O)[O-])cc3)c(C)nn2-c2ccccc2)c1OC	-5
58	CC1CCc2nn(CC(=O)NCc3ccc4c(c3)OCO4)cc2C1 (stereo unspecified)	-4
59	COC(=O)C1=C(C)NC2=C(C(=O)CC(c3cccs3)C2)C1c1cccc(O)c1 (stereo unspecified)	-11
60	COc1cc2c(C)nc3onc(-c4ccccc4)c3c2cc1OC	-9
61	Cn1c(=O)c2c3c(sc2n2c(SCc4ccc5c(c4)OCO5)nnc12)COC(C)(C)C3	2
62	Cc1ccc(S(N)(=O)=O)cc1NS(=O)(=O)c1ccc(Cl)cc1	2
63	O=C(c1cc(-c2ccccc2)nc2ccccc12)N1CCN(c2ccccn2)CC1	2
64	O=C(NCCn1ccc2ccccc21)c1ccc(S(=O)(=O)N2CCOCC2)cc1	-12&1
65	O=C(CCCn1cnc([N+](=O)[O-])n1)Nc1ccc(Br)cc1	-7
66	Cc1ccnc(NS(=O)(=O)c2ccc(NC(=O)c3ccc(C)c(C)c3)cc2)n1	3
67	Cc1nn(-c2ccccc2)c2sc(C#N)c(N)c12	3
68	CCOc1ccc(N(CC(=O)OC)S(=O)(=O)c2ccc(OC)c(OC)c2)cc1	-2
69	N#Cc1c(SCC(N)=O)nc(-c2ccccc2)c2c1CCCC2	-4
70	Brc1ccc2[nH]cc(-c3nc(-c4ccccc4)c(-c4ccccc4)[nH]3)c2c1	-7
71	O=C(Nc1ccc2c(c1)OCO2)c1cccc(F)c1	-3&-6
72	CCC(C)Nc1nc(C)nc2c1sc1nc3c(cc12)COC(C)(C)C3 (stereo unspecified)	-10
73	COc1ccc(C(=O)Nc2nc(-c3ccc(C(C)(C)C)cc3)cs2)c(OC)c1	17
74	CCc1nc2ccccc2n1CC(O)COc1ccc(F)cc1 (stereo unspecified)	-2
75	COC(=O)C1=C(C)NC(C)=C(C(=O)OC)C1c1ccccc1OCc1c(C)no[n+]1[O-]	-5

A draw from above in order of formula weight, descending.
item	canonical_smiles	14-3-3g Raf
57	COc1cccc(C(=O)Oc2c(S(=O)(=O)c3ccc([N+](=O)[O-])cc3)c(C)nn2-c2ccccc2)c1OC	-5
51	COc1cc(Br)cc2cc(C(=O)N3CCN(C(=O)c4ccco4)CC3)c(=O)oc12	-9
53	COc1ccc(-n2c(C)cc(C(=O)CSc3nnc(-c4ccoc4C)n3C)c2C)cc1	0
69	N#Cc1c(SCC(N)=O)nc(-c2ccccc2)c2c1CCCC2	-4
71	O=C(Nc1ccc2c(c1)OCO2)c1cccc(F)c1	-3&-6

Some of the entries so far, as labelled records:
(73) COc1ccc(C(=O)Nc2nc(-c3ccc(C(C)(C)C)cc3)cs2)c(OC)c1
- 14-3-3g Raf = 17

(65) O=C(CCCn1cnc([N+](=O)[O-])n1)Nc1ccc(Br)cc1
- 14-3-3g Raf = -7

Going on with the list:
item	canonical_smiles	14-3-3g Raf
76	CCOC(=O)C(NC(C)=O)(N1CCc2ccccc2C1)C(F)(F)F (stereo unspecified)	8
77	COc1ccc(S(=O)(=O)Nc2ccc(C(F)(F)F)cc2)cc1OC	2
78	CCN1CCN(CCNC(=O)C2CCCN(Cc3nc(-c4cccc(Cl)c4)oc3C)C2)CC1 (stereo unspecified)	0
79	CCN(CC)S(=O)(=O)c1cc(-c2nnc(-c3ccc(C)cc3)o2)ccc1C	-2
80	O=C(Nc1ccc(-c2nc3ccccc3[nH]2)cc1)c1cccc(C(F)(F)F)c1	-8
81	COc1ccccc1N1C(=O)C2C3C=CC(C2C1=O)C1C2C(=O)N(c4ccccc4OC)C(=O)C2C31 (stereo unspecified)	0
82	CCOC(=O)c1cccc(NC(=O)c2cccc3c2C(=O)N(c2ccc(OC)cc2)C3)c1	-69
83	COc1ccc(S(=O)(=O)Nc2ccccc2SC)cc1C	-7
84	CCn1c(C)c(C(C)=O)c(N2CCN(C(=O)c3ccco3)CC2)nc1=S	13
85	CCCCNC(=O)c1ccc2c(c1)N(Cc1ccccc1C)C(=O)CS2	-5
86	COc1ccc(C2SCCN2S(=O)(=O)c2ccccc2)cc1OC (stereo unspecified)	-7
87	Cc1ccc(S(=O)(=O)C2(C(=O)N3CCN(C4CCCCC4)CC3)CC2)cc1	-5
88	CCOC(=O)c1ccccc1NC(=O)CSc1nnnn1C1CCCCC1	4
89	NC(=O)C1CCCNC1 (stereo unspecified)	0
90	CC12C=CC3(CN(Cc4ccccc4)C(=O)C3C1C(=O)NCc1ccccc1Cl)O2 (stereo unspecified)	1
91	COc1cc(C(=O)N2CC(C)OC(C)C2)c([N+](=O)[O-])cc1OC (stereo unspecified)	-2
92	CCC(=O)N1C(C(=O)O)CSC1c1ccc(OC)cc1 (stereo unspecified)	-2
93	COC(=O)CSc1nnc(COc2ccccc2)o1	-4
94	Cc1ccc(S(=O)(=O)c2cc(O)c3ccccc3c2NS(=O)(=O)c2ccc(Cl)cc2)cc1	-17
95	Cc1cc(C)c(C(=O)Nc2ccc(Cl)cc2)c(C)c1	-3
96	O=C(Nc1nc(-c2cc3ccccc3oc2=O)cs1)c1ccccc1Cl	-13
97	Cc1ccnc(NC(=O)c2cc(S(=O)(=O)N3CCCCC3)ccc2Cl)c1	2
98	CC(C)(C)Cc1nnc(NS(=O)(=O)Cc2ccccc2)s1	1
99	CC1(C)CC(=O)c2cnc(NC(=O)Cc3ccc(Cl)cc3)nc2C1	-3
100	Nc1nc2n(n1)C1(CCCCC1)C1=C(CCCC1)N2	0&0
101	NS(=O)(=O)c1ccc(N=Cc2ccc(F)cc2)cc1	-19
102	COc1cccc2cc(C(=O)Nc3ccccc3)c(=Nc3cccc(F)c3)oc12	2
103	O=C(CSc1nc2c(cnn2-c2ccccc2)c(=O)[nH]1)NCc1ccco1	9
104	CCn1c(SCC(=O)Nc2nc(-c3ccccc3)cs2)nnc1-c1ccccc1	4
105	Cc1ccc(S(=O)(=O)N2CCN(S(=O)(=O)c3ccccc3)C2)cc1[N+](=O)[O-]	0
106	C=CCn1c(CCN2C(=O)c3cccc4cccc(c34)C2=O)n[nH]c1=S	9
107	COc1ccccc1-n1cnc2cc(C(=O)NCc3cccnc3)ccc21	-78
108	COc1ccc(CNc2nc(-c3ccc(Cl)cc3)cc(C(F)(F)F)n2)cc1	-7
109	CC(=O)NC1=NN(C(C)=O)C(c2coc3ccccc3c2=O)S1 (stereo unspecified)	2
110	CCOC(=O)c1c(NC(=O)CCCn2nc([N+](=O)[O-])c(Cl)c2C)sc(C)c1C	-38
111	CN1C(=O)c2ccccc2C(C(=O)Nc2cnc3ccccc3c2)C1c1cccs1 (stereo unspecified)	-1
112	CC1(C)CC(=O)C2=C(C1)Nc1nc(SCc3ccccc3F)nn1C2c1cccs1 (stereo unspecified)	-9
113	Nc1ncnc(N2CCOCC2)c1[N+](=O)[O-]	-2
114	Cc1cc(N2CCCC2)nc(-c2ccccc2)n1	-12
115	Cc1ccc(Nc2nc(C3(C)CC4(CC(C)(C)OC4=O)C(=O)O3)cs2)cc1 (stereo unspecified)	9
116	COc1ccccc1NC(=O)C1=C(C)Nc2nc3ccccc3n2C1c1cccnc1 (stereo unspecified)	-7
117	O=C(c1ccc(F)cc1)c1cccnc1	66*
118	Cc1cc(C)n(-c2cc(-n3nc(C)cc3C)ncn2)n1	6
119	Cn1c(NCCCO)nc2c1c(=O)[nH]c(=O)n2C	4
120	O=[N+]([O-])c1c(Cl)ncnc1N1CCCCC1CO (stereo unspecified)	-9
121	CN1C(=O)c2ccccc2C(C(=O)NC2CC2)C1c1c[nH]c2ccccc12 (stereo unspecified)	-1
122	CCN(CC)C(=O)C1CCCc2c1[nH]c1ccc(Cl)cc21 (stereo unspecified)	-3&1
123	O=[N+]([O-])c1ccc(S(=O)(=O)C(F)(F)F)cc1	4
124	O=C1C2C3C=CC(C3)C2C(=O)N1c1cc(Cl)ccc1O (stereo unspecified)	-10
125	C1=Nc2c(Nc3ccccc3)ncnc2Oc2ccccc21	1

Records listed above that bear a hit mark in 14-3-3g Raf.
item	canonical_smiles	14-3-3g Raf
117	O=C(c1ccc(F)cc1)c1cccnc1	66*
